Screening results (PubChem)
zfTRPN1 agonist – zebrafish TRPN1 channel agonists, primary screen, cell-based, HEK293, calcium fluorescence; transient receptor potential cation channel N1 (TRPN1/NompC), Danio rerio; HEK293 zebrafish TRPN1-YFP, Fluo-8 calcium fluorescence; 100% = response to 87 µM carbachol; activation, % at 3 µM; 220,000 compounds, 0.18% hits; AID 1424, 2008;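 active = activation above its plate's cutoff, the mean activation of test wells on that plate plus 3 SD, cut at about 19% in these data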;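 note: 0% = DMSO alone and 100% = 87 µM carbachol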
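Material: zebrafish TRPN1-YFP in HEK293 cells. Doses: one dose of 3 µM, 0.3% DMSO. Incubation: dye 1 h 37 °C plus 30 min RT. Measured by: intracellular calcium fluorescence with Fluo-8.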
Runt-SMMHC FRET – inhibitors of RUNX1 Runt–CBFb-SMMHC binding, primary screen, biochemical, FRET, Cerulean-Runt, Venus-CBFb-SMMHC, uHTS | Runt-related transcription factor 1 (Homo sapiens) + Core-binding factor subunit beta … | Cerulean-Runt/Venus-CBFb-SMMHC FRET ratio 530/480, 1 h | inhibition, % at 20 µM | 220,000 compounds, 0.74% hits;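 active = mean inhibition across duplicate retests at 20 µM reaching about 50%, limit read from the data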;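 note: 0% = DMSO wells and 100% = wells with excess untagged CBFb-SMMHC; inhibitors lower the FRET ratio by blocking Runt binding to CBFb-SMMHC; some results filed as inactive read as strong as hits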
TRPML3 ag – human TRPML3 channel agonists, primary screen, cell-based, HEK293 TRPML3-YFP, Fluo-8 calcium fluorescence, 3 µM. AID 1448, 2008. Mucolipin-3 (Homo sapiens), Q8TDD5. 220,000 compounds, 0.29% hits. 100% = the carbachol control signal. activation, % at 3 µM;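 active = activation above its plate's cutoff, the mean activation of the plate's test wells plus 3 SD, cut at about 12% in these data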;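 note: 0% = DMSO only wells and 100% = carbachol wells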
Target sequence (Q8TDD5 whole entry, looked up): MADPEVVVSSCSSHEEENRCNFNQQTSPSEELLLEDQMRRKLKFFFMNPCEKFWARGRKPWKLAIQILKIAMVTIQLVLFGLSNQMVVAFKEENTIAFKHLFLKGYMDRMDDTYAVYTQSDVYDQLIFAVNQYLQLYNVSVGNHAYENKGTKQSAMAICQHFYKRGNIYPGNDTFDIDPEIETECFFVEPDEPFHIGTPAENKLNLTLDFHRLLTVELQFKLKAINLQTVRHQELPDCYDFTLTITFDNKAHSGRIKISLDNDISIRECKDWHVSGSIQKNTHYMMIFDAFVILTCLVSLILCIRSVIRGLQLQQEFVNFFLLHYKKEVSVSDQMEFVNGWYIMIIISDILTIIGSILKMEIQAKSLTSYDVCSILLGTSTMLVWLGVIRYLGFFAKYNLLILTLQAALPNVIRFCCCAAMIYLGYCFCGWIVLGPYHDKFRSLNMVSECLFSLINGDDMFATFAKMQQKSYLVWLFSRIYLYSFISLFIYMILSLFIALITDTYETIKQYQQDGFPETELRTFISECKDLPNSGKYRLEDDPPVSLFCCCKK
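system = HEK293 cells stably carrying human TRPML3-YFP | doses = one concentration, 3 µM nominal, 0.3% DMSO | timing = dye loading 1 h 37 °C then 30 min ambient, 125 s read | detection = Fluo-8 calcium dye fluorescence, ex 470-495, em 515-575 nm | benchmarks = high control carbachol 87 µM, low control DMSO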
Mdm2 ligase inh – MDM2-luciferase reporter signal enhancers, primary screen, MDM2 E3 ligase inhibitor project, cell-based, luminescence, 1536-well; E3 ubiquitin-protein ligase Mdm2 (Homo sapiens), Q00987; cell-based MDM2 ubiquitination luciferase reporter, 2 h; 0 = plate control, 100 = twice control, blank-subtracted; signal enhancement, % at 5 µM; 210,000 compounds, 0.11% hits;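 active = signal enhancement of 30% or more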;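 note: luminescence tracks abundance of the self-degrading MDM2-luciferase fusion protein; higher signal means inhibition of MDM2 E3 ligase activity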
Target sequence (Q00987 whole entry, looked up, the tested form may be a part): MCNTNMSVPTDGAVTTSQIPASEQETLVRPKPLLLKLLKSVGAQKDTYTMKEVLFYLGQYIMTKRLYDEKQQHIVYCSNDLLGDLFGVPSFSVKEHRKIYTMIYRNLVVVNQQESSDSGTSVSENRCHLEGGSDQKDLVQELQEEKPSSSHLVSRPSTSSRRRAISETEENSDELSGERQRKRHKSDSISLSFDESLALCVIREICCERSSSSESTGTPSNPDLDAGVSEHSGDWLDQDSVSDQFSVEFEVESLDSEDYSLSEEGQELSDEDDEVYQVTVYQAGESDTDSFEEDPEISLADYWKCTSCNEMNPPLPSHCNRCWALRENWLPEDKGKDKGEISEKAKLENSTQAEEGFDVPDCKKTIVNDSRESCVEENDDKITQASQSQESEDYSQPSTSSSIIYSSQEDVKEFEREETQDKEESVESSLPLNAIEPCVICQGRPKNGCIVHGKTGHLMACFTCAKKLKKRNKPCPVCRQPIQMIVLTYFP
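Test system: stable mammalian line carrying autodegrading MDM2–luciferase fusion reporter; quantity: 2000 cells in each well; times: 4 h cell settling then 2 h compound exposure, 37 °C; detection: luminescence with SteadyLite reagent, 15 min at room temperature; evaluation: percent signal gain over controls, blank-subtracted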
NCF1 inh – p47phox/p22phox peptide binding inhibitors, primary screen, biochemical, uHTS, NADPH oxidase regulatory subunit | fluorescence polarization, 2 h | inhibition, % at 24.7 µM | 220,000 compounds, 0.53% hits;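 active = inhibition above about 30%, limit read from the data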;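 note: 0% = p47phox with labelled peptide and 100% = labelled peptide alone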
EBV gp42 block – Epstein-Barr virus gp42 inhibitors, primary screen, biochemical, uHTS, fluorescence polarization | Glycoprotein 42 (Epstein-Barr virus (strain AG876)), Q1HVG2 | Fluorescence polarization binding assay, mP read-out | inhibition, % (tested at 21.74 µM) | 220,000 compounds, 0.42% hits | AID 1085, 2008; in the data active = inhibition above about 50%
TNF necrop inh – inhibitors of TNF-alpha triggered necroptosis, primary screen, cell-based, Jurkat FADD-/-, single concentration; Jurkat FADD-/- TNF necroptosis rescue, ATP luminescence, 24 h; 0 = TNF only, 100 = no-TNF cells; activation (protection from cell death), % at 10 µM; 220,000 compounds, 0.068% hits; AID 463075, 2010;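 active = activation, meaning protection from cell death, of at least 50% relative to plate controls; inactive = activation below 50%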;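 note: necroptosis triggered by 40 ng/mL TNF-alpha added together with compound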
PPC-1+TRAIL kill – compounds killing PPC-1 cancer cells with TRAIL present, primary screen, TRAIL potentiator project, ATPLite luminescence, uHTS; cell killing (% activity), % at 4 µM; PPC-1 cells + TRAIL, ATPLite viability luminescence; 220,000 compounds, 0.41% hits; AID 1443, 2008;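 active = cell killing above 50% in the first pass at 4 µM, then a duplicate retest at 5 µM averaging 50% or more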;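 note: plate controls were cells with TRAIL plus DMSO for no effect and medium-only wells lacking cells for full effect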
CHOP inhibitor – inhibitors of CHOP promoter induction, primary screen, cell-based, unfolded protein response, luciferase reporter. CHO-K1 CHOP-promoter luciferase, tunicamycin-induced, 15-18 h. inhibition, % at 10 µM. 220,000 compounds, 3.8% hits;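 active = compounds that reduced the stress-induced luciferase reporter signal by more than about 70% of percent inhibition, limit read from the data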;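 note: 0% = tunicamycin plus vehicle and 100% = wells without tunicamycin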
The depositor's hits bear a star; . = not tested or not shown; & = joins results of further samples; [ ] = another dose, or the depositor's remark.

SMILES	zfTRPN1 agonist	Runt-SMMHC FRET	TRPML3 ag	Mdm2 ligase inh	NCF1 inh	EBV gp42 block	TNF necrop inh	PPC-1+TRAIL kill	CHOP inhibitor
Nc1ncc(Br)cc1S(=O)(=O)NCCC(=O)N1CCN(c2ncccn2)CC1	-0.6	-1	0.9	-8	-8	-14	18	10	15
CCOC(=O)C1CCCN(Cc2nc3ccc([N+](=O)[O-])cc3c(=O)n2-c2ccc(OC)cc2OC)C1 (centres undefined)	0.2	-1	0.7	0	6	2	-2.7	7	17
CC(C)Cn1c(-c2cc([N+](=O)[O-])ccc2Cl)nc2c1c(=O)[nH]c(=O)n2Cc1ccccc1	-1.9	-4	-0.9	-5	-2	-5	1.5	14	40
CCC(C)NC(=O)c1csc2c1CCCCC2 (centres undefined)	-0.7	-4	-0.8	-90	-11	1	-1.2	9	55
CCN(CC)CCOc1ccc(Br)cc1	0.2	2	1.4	-4	2	5	0.4	-4	6
O=C1C(=O)N(CCOCCO)C(c2ccccn2)/C1=C(\O)c1ccccc1 (centres undefined)	0.8	-10	-0.2	-1	-11	-18	-1.5	9	3
CCOc1ccc2c3c(c(=O)oc2c1OCC)CCCC3	-1.1	2	-1.6	-5	-10	-21	-2.3	26	20
Cc1ccc(-c2nnc(Cc3ccc(Cl)cc3)o2)cc1	-1.3	-2	-1.5	-8	-4	-18	1.4	10	57
COc1ccccc1N1CCN(c2cc(C)nc3nc(C)nn23)CC1	-1.1	-4	-0.2	0	-6	-6	0.8	0	16
CCN(CCC(=O)O)c1ccccc1	0.1	2	0.6	-20	-3	8	1.2	-2	4
CCOC(=O)c1c(C)oc2c1c(C=NC1CCS(=O)(=O)C1)c(O)c1ccccc12 (centres undefined)	0.9	-231	0.0	-3	3	4	-11	9	3
Cc1nn(C)c(C)c1CN(C)C(=O)c1cc2n(n1)C(C(F)(F)F)CC(c1cccs1)N2 (centres undefined)	2.3	-12	1.0	-3	-4	-3	-9.3	6	26
Cn1nnc2cc(C(=O)NCc3ccc4c(c3)OCO4)ccc21	0.8	-2	0.4	6	-5	-1	-1.4	10	13
Cc1[nH]n(-c2ccccc2)c(=O)c1C=Nc1ccc(S(N)(=O)=O)cc1	0.2	3	0.4	-11	-6	-1	-2.3	1	1
CN(Cc1ccccc1)S(=O)(=O)c1ccc2c(c1)n(C)c(=O)c(=O)n2C	2.1	-2	0.0	-11	-1	-3	1.8	12	-14
Brc1cc2c(cc1/C=N/Nc1nc(N3CCCC3)nc(N3CCOCC3)n1)OCO2	-1.1	0	0.2	-28	-10	-12	-1.1	12	1
CC(=O)c1ccc(NC(=S)N2CCN(CCN3C(=O)c4cccc5cccc(c45)C3=O)CC2)cc1	2.1	3	0.5	0	10	-26	2.5	15	-28
CC1CCN(CCCNC(=O)c2cc3c(=O)n(C)c4ccccc4c3n2C)CC1	0.0	4	0.2	-11	-8	3	2.7	29	2
COc1ccccc1-c1nnc(N(C)C(=O)C2CCCO2)s1 (centres undefined)	1.4	1	0.8	-21	-10	-7	0.0	19	-36
C=CCNC(=O)c1ccccc1NC(=O)c1ccccc1N(C)S(C)(=O)=O	0.4	4	1.3	-31	-6	-1	1.1	1	13
CC(=O)c1cccc(CN2CCC(CO)(CCCc3ccccc3)CC2)c1	0.8	0	1.0	-7	4	-4	0.7	12	-9
CCC(C)NC(=O)c1ccc2c(Cl)c3c(nc2c1)CCC3 (centres undefined)	0.6	-3	-0.8	-13	-6	-22	-0.3	18	5
CC(=O)c1cccc(NC(=S)N2c3ccccc3CC2C)c1 (centres undefined)	-0.1	-1	0.7	-17	-10	-9	0.5	4	9
FC(F)(F)c1ccccc1NC(=S)N1CCN(Cc2ccc3c(c2)OCO3)CC1	-0.1	-2	0.8	-14	-3	-15	-1.1	13	11
Cc1nn(C(C)(C)C)c(C)c1/C=N/OC(=O)Nc1ccc(Cl)cc1	4.3	-1	1.4	-90	-6	-9	5.2	85*[5 µM]	99*
Additional records follow:
SMILES	zfTRPN1 agonist	Runt-SMMHC FRET	TRPML3 ag	Mdm2 ligase inh	NCF1 inh	EBV gp42 block	TNF necrop inh	PPC-1+TRAIL kill	CHOP inhibitor
COc1ccc(C(=O)N=c2sc3c(C)ccc(OC)c3n2C)cc1OC	-0.7	-5	0.4	-5	5	14	-13	5	-15
Cc1ccccc1NC(=S)Nc1cccc2cnccc12	0.0	8	-0.3	-25	-18	-17	-1.7	23	10
O=C(NC(=S)NCCN1CCOCC1)c1ccccc1Cl	1.0	-2	1.1	-4	-5	1	-3.4	13	4
O=S(=O)(N1CCCCC1)N1CCN(c2cc(Cl)ccc2Cl)CC1	-1.3	-3	19*	3	3	-3	2.1	8	11
Cc1sc(NC(=O)C2CCCCC2C(=O)O)c(C(N)=O)c1-c1ccc(C(C)(C)C)cc1 (centres undefined)	0.0	-8	-0.3	-16	-9	-18	-0.3	10	66
CCC(C(=O)NCc1ccncc1)c1ccccc1 (centres undefined)	-0.4	-2	-0.6	-7	-9	-18	0.3	26	8
CCCn1c(C(O)c2ccc3c(c2)OCO3)nc2ccccc21 (centres undefined)	0.9	5	-0.5	-13	0	-1	-0.2	7	31
Cn1cnnc1SCC(=O)Nc1cc(S(=O)(=O)N2CCCCC2)ccc1Cl	-0.1	-5	0.5	-10	-2	-3	1.4	-8	4
CCOc1cccc2c1OC1(C)CC2NC(=O)N1c1ccc(OC)cc1 (centres undefined)	1.2	-32	0.0	-12	2	-9	0.4	4	32
O=C(CCCN1C(=O)CCC1=O)Nc1ccc2c(c1)OCO2	0.7	-3	-0.3	-9	-6	-10	-1.9	8[5 µM]	-23
CN(Cc1ccccc1F)c1nc(-c2cccs2)nc2ccccc12	0.1	-4	0.2	-3	-17	-17	0.7	6	42
COc1ccc(NC(=S)NNC(=O)C2CC2c2ccc(C)cc2)cc1 (centres undefined)	-0.4	3	-0.3	-4	-8	-9	-0.7	6	18
Cc1c(CCOC(=O)CC23CC4CC(CC(C4)C2)C3)sc[n+]1Cc1ccccc1	0.5	5	-0.2	1	-4	10	-5.9	24	13
COc1cc(CO)ccc1OCc1ccc(Cl)nc1	1.1	-2	1.2	-6	-5	2	0.6	23	-2
CC(C)NC(=O)NNC(=O)c1nn(-c2ccc(F)cc2)ccc1=O	0.4	-2	1.1	-9	3	3	1.2	-4	9
CC(=O)Nc1ccc(N/C(N)=N/c2nc(C)cc(C)n2)cc1	1.1	5	0.7	6	16	-5	3.5	17	6
Cc1ccc(/C=N/NC(=O)c2ccoc2C)s1	-0.2	3	0.5	-19	-2	-10	0.9	21	-10
Cc1ccc(C(=O)CSc2nnc3ccccn23)c(C)c1	0.3	-1	0.6	-46	-5	-16	-0.7	12	14
Cc1cc(Nc2ccccc2)nn1C(=O)c1ccc(Br)cc1	-0.8	-1	0.9	-24	-8	-25	4.4	7	69
C/C(N)=C(/C#N)C(=O)CSc1nnc(Nc2cccc(C)c2C)s1	1.4	6	0.6	-6	-5	44	-0.7	1	-23
O=C(Nc1ccc2c(c1)CCC2)c1ccccc1	-1.2	2	-0.1	-29	-9	-13	-1.2	30	5
NC(=O)CC(NC(=O)Cc1cccc2ccccc12)c1ccc(NCCc2ccc(F)cc2)c([N+](=O)[O-])c1 (centres undefined)	.	-10	.	13	18	-43	3.1	-7	59
CCCC(C)C(=O)Nc1nc(C)c(-c2csc(Nc3ccccc3OC)n2)s1 (centres undefined)	-0.5	-1	-0.4	-4	-32	-9	8.3	6	35
COc1ccccc1S(=O)(=O)Nc1ccc(-c2nnc3n2CCCCC3)cc1	-1.3	-9	-0.9	-15	-8	-26	-0.6	18	-1
COc1ccc(C(=O)Nc2ccccc2-c2nnn(CC(=O)N3CCOCC3)n2)cc1	0.8	0	0.4	.	-10	-4	-0.2	4	-9
NC(=O)c1ncn([C@@H]2O[C@H](CO)[C@@H](O)[C@H]2O)n1	-0.5	-1	0.9	.	5	-16	2.3	24	-5&9
CS(=O)(=O)N1CCc2cc(C(=O)N3CCCC3)ccc21	0.7	0	0.7	-8	20	-11	1.3	13	19

Some entries already given, limited to TRPML3 ag, zfTRPN1 agonist and EBV gp42 block.
Compound | TRPML3 ag | zfTRPN1 agonist | EBV gp42 block
O=S(=O)(N1CCCCC1)N1CCN(c2cc(Cl)ccc2Cl)CC1 | 19* | -1.3 | -3
Cc1sc(NC(=O)C2CCCCC2C(=O)O)c(C(N)=O)c1-c1ccc(C(C)(C)C)cc1 (centres undefined) | -0.3 | 0.0 | -18

In the list so far, 8 contain a Cl atom:
SMILES	zfTRPN1 agonist	Runt-SMMHC FRET	TRPML3 ag	Mdm2 ligase inh	NCF1 inh	EBV gp42 block	TNF necrop inh	PPC-1+TRAIL kill	CHOP inhibitor
CC(C)Cn1c(-c2cc([N+](=O)[O-])ccc2Cl)nc2c1c(=O)[nH]c(=O)n2Cc1ccccc1	-1.9	-4	-0.9	-5	-2	-5	1.5	14	40
Cc1ccc(-c2nnc(Cc3ccc(Cl)cc3)o2)cc1	-1.3	-2	-1.5	-8	-4	-18	1.4	10	57
CCC(C)NC(=O)c1ccc2c(Cl)c3c(nc2c1)CCC3 (centres undefined)	0.6	-3	-0.8	-13	-6	-22	-0.3	18	5
Cc1nn(C(C)(C)C)c(C)c1/C=N/OC(=O)Nc1ccc(Cl)cc1	4.3	-1	1.4	-90	-6	-9	5.2	85*[5 µM]	99*
O=C(NC(=S)NCCN1CCOCC1)c1ccccc1Cl	1.0	-2	1.1	-4	-5	1	-3.4	13	4
O=S(=O)(N1CCCCC1)N1CCN(c2cc(Cl)ccc2Cl)CC1	-1.3	-3	19*	3	3	-3	2.1	8	11
Cn1cnnc1SCC(=O)Nc1cc(S(=O)(=O)N2CCCCC2)ccc1Cl	-0.1	-5	0.5	-10	-2	-3	1.4	-8	4
COc1cc(CO)ccc1OCc1ccc(Cl)nc1	1.1	-2	1.2	-6	-5	2	0.6	23	-2
